Assay outcomes from PubChem.
S2 tox: reduces viability in counter-screen for ATXN expression inhibitors; Potency, µM (titrated, usually from 56.7 µM), actives largely listed as cytotoxic; actives 0.49% (n = 400,000); S2 cells (HEK-293 line with an ATXN2-luciferase reporter) viability, CellTiter-Fluor protease fluorescence, 24 h; also: potency is read from the fitted curve at half-maximal effect; nearly all actives have a fitted effect of over 40% in size
ATXN2 expr inh: ATXN2 expression inhibition; Potency, µM (series often up to 57 µM), for inactives: top-dose activity change, negative = inhibition, actives largely listed as inhibitors; AID 1745845; HEK-293 ATXN2-luciferase reporter, luminescence, 24 h; actives 0.72% (n = 360,000); also: potency is read from the fitted curve at half-maximal effect; % is scaled to controls: 0 for no effect and ±100 for the full control effect; nearly all actives have a fitted effect of over 55% in size
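ATXN2-luciferase reporter cells (luciferase flanked by upstream and downstream ATXN2 gene portions) were treated 24 h at 37 °C with compounds at up to 57 uM. SteadyGlo luminescence gave expression; GF-AFC fluorescence gave viability.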
A549 viability: A549 cytotoxicity, counter-screen for Nrf2 inhibitors; Potency, µM (series often up to 46 µM), inactives show at the top dose activity change, negative = cytotoxicity, hits mostly inhibitors; A549 ARE-Fluc cells, CellTiter-Fluor viability, 18-24 h; actives 0.16% (n = 390,000); also: potency is read from the fitted curve at half-maximal effect; % is scaled to controls: 0 for no effect and ±100 for the full control effect
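A549 ARE_Fluc cells in 5% FBS OPTI-MEM were exposed to compounds in concentration-response for 18-24 h at 37 deg C. Viability was read by CellTiter-Fluor fluorescence (Ex 405/Em 525) after 30 min, before the luciferase read.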
IL2 activator: activates IL-2 in a cell-based reporter assay | IL-2 activation reporter assay, cell-based qHTS; stimulated with anti-CD3/CD4/CD28 beads; in transgenic mouse T cells | activation, % (series mostly up to about 46 µM) | actives 0.065% (n = 360,000); in the data active = activation above about 50%; inconclusive = mostly about 30% to 49%; also: 0% is about no effect
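Readout: EGFP and DsRed signals by fluorescent plate cytometry. Unstimulated transgenic mouse T cells received compound 60 min before antibody-bead stimulation, then incubated 18 h at 37 degrees C.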
Nrf2 inh: blocks Nrf2 signaling; AID 504444; A549 ARE-Fluc reporter, luciferase luminescence, 18-24 h; actives 2.1% (n = 360,000); Potency, µM (highest dose often 46 µM), without a hit: at the top dose activity change, negative = inhibition, most hits filed as inhibitors; also: potency is read from the fitted curve at half-maximal effect; % is scaled to controls: 0 for no effect and ±100 for the full control effect; nearly all actives have a fitted effect of over 60% in size
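A549 ARE_Fluc cells, 5000/well, 5% FBS OPTI-MEM; compounds in dose-response, 18-24 h at 37 °C/5% CO2; CellTiter-Fluor viability read (Ex 405/Em 525), then BugLite luciferase luminescence = Nrf2 activity.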
EPAC2 agonist: activates human EPAC2 exchange factor | EPAC2 activation, biochemical qHTS; response scale: 100% = 6.5 mM cAMP response | Potency, µM (highest dose often 154 µM), inactives show at the highest dose activation, hits mostly activators | actives 0.079% (n = 360,000); also: potency is read from the fitted curve at half-maximal effect; nearly all actives have a fitted effect of over 50% in size
Target sequence (Q8WZA2 whole entry, looked up): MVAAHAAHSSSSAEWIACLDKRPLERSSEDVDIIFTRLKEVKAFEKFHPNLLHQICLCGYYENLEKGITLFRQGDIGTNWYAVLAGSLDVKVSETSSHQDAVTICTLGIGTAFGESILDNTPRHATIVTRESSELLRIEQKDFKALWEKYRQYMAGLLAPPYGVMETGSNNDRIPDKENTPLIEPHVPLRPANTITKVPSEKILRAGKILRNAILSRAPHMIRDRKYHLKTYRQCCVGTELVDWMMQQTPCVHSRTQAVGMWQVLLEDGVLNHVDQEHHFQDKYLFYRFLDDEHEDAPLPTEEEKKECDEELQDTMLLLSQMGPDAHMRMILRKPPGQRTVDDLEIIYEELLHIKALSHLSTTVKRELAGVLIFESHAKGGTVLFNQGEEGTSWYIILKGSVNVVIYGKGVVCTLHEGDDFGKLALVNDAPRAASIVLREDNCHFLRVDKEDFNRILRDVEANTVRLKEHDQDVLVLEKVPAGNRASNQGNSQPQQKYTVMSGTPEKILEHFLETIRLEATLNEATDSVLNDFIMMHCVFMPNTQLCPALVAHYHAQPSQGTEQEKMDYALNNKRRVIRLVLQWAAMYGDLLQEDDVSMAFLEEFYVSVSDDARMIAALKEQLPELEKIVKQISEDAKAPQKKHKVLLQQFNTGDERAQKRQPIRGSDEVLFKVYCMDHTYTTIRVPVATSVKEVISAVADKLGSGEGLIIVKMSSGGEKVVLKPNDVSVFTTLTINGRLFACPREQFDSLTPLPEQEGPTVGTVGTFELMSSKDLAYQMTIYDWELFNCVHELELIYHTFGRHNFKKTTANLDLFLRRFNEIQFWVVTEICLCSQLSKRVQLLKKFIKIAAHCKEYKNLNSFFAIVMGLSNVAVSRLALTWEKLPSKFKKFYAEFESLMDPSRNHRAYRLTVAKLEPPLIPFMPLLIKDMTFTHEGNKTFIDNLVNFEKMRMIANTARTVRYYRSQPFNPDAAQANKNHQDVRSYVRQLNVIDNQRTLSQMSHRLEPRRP
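Each well held 100 nM EPAC2, 250 nM RAP1B-BODIPY-GDP and 50 uM GDP. Fluorescence, read at 5-min intervals to 30 min, was referenced to a 6.5 mM cAMP positive control.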
TGFb SMAD3 inh: TGF-b pathway inhibition | HepG2 CAGA-GFP TGF-b/SMAD3 reporter, GFP fluorescence, 18 h; TGF-beta stimulated, 500 pg/mL final | Potency, µM (top dose mostly 46.1 µM), for inactives: at the highest dose activity, negative = inhibition, usual class: inhibitors | actives 1.2% (n = 410,000) | AID 588855; also: potency is read from the fitted curve at half-maximal effect; % is scaled to controls: 0 for no effect and ±100 for the full control effect; nearly all actives have a fitted effect of over 65% in size
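Cell-based qHTS in HEPG2 carrying a CAGA-GFP Smad reporter; compounds added before 500 pg/mL final TGF-beta, 18 h incubation at 37 degrees C, GFP fluorescence quantified per cell by imaging cytometry.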
Nrf2 activator: activators of Nrf2 (ARE) signaling; AREc32 ARE-luciferase reporter (MCF7-derived line), luminescence, 24 h; actives 0.31% (n = 410,000); Potency, µM (highest dose often 46.1 µM), without a hit: at the highest dose activation, actives largely listed as activators; also: potency is read from the fitted curve at half-maximal effect; % of control where 0% means no effect; nearly all actives have a fitted effect of over 65% in size
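AREc32 cells carrying an ARE-driven firefly luciferase, 1000 cells/well in OPTI-MEM with 5% FBS, dosed after overnight attachment and incubated 24 hr at 37 deg C. Steady-Glo luminescence read after 30 min at RT.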
HepG2 viability: HepG2 cytotoxicity, counter-screen for TGF-b inhibitors. HepG2 CAGA-GFP viability, ATP luminescence, 18 h. Potency, µM (titrated, usually from 46.1 µM), inactives show at the top dose activity change, negative = cytotoxicity, hits mostly cytotoxic. actives 0.76% (n = 410,000); also: potency is read from the fitted curve at half-maximal effect; some results filed as inactive show a strong effect at the top dose
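HepG2 CAGA-GFP cells (1000/well, DMEM with 1% FBS) received compound, then TGF-beta at 500 pg/mL final, and were incubated 18 hours at 37 degrees C. Viability was read by CellTiter-Glo luminescence. Media-only wells were set as complete cell-killing and DMSO as no toxicity.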
Active calls of the source: *; i = inactive; ? = inconclusive; . = no result given; & = joins results of further samples; [ ] = dose if it differs, or a comment. Unless noted, calls follow the shape of the dose curve; as a rule, active = well fitted curve in the direction sought with a large enough effect; inconclusive = small, poorly fitted or top-dose-only effect, or another doubt; inactive = no such curve, though single readings can be large; an effect the other way counts as inactive or inconclusive. No enrichment for hits; overall some 4.3% were active at least once.

SMILES	S2 tox	ATXN2 expr inh	A549 viability	IL2 activator	Nrf2 inh	EPAC2 agonist	TGFb SMAD3 inh	Nrf2 activator	HepG2 viability
CC12CCC(=O)N1C(C(=O)OCC(=O)Nc1cccc(S(=O)(=O)N3CCCCCC3)c1)CS2 (configuration not stated)	i	-6%	-3%	-5.5	9%	0%	15%	-0.1%	5%
CC(OC(=O)Cn1cnc2c1c(=O)n(C)c(=O)n2C)C(=O)N(C)c1ccccc1 (configuration not stated)	i	-16%	-6%	-4.1	-19%	3%	?	-0.7%	-39%
COC(=O)c1sc(C(F)(F)F)c(-c2ccccc2)c1S(=O)(=O)NC(C)(C)C	i	?	10%	-0.1	-30%	2%	-7%	0.0%	-3%
CCOc1cc(/C=C/C(=O)c2ccc3c(c2)OCCO3)ccc1OCC(=O)N(C)C	i	?	2%	0.8	-17%	4%	-28%	11µM*	-30%
CN1C(=S)SC(/[N+]([O-])=C/c2ccc(Cl)cc2)C1(C)C (configuration not stated)	i	-16%	1%	0.3	4%	3%	22%	-0.3%	22%
COc1ccc(CNC(=O)COC(=O)c2cc(S(=O)(=O)N3CCOCC3)ccc2O)cc1OC	i	9%	0%	-3.9	7%	-9%	-6%	0.3%	0%
CC1C/C(=N/N=C2/NC(=O)CS2)CC(C)(C)C1 (configuration not stated)	i	-21%	-1%	-0.1	.	10%	-3%	0.3%	-26%
Cc1cccc(N2CCN(Cc3oc(CO)cc(=O)c3O)CC2)c1C	?	-18%	-4%	-2.7	?	-3%	-6%	-0.3%	-18%
COC(=O)c1[nH]c2ccccc2c1Sc1ccccc1	i	.	2%	2.2	3%	-5%	?	-0.6%	-6%
CN(C)/C=C1\NC(=S)N(c2ccccc2)C1=O	i	0%	0%	1.5	-1%	6%	-16%	0.2%	-15%
CCOC(=O)c1ccc(NC(=S)NNC(=O)COC)cc1	i	0%	-8%	-1.2	-3%	-3%	7%	-0.6%	17%
COc1cc([N+](=O)[O-])ccc1NC(=O)c1cccc(NC(=O)C(C)C)c1	i	-6%[11.3 µM]	-5%	2.5	?	2%	1%	-0.2%	5%
CC(OC(=O)CNC(=O)c1sc2ccccc2c1Cl)C(=O)NC1(C#N)CCCCC1 (configuration not stated)	i	27%	0%	-0.9	12%	18%	1%	0.6%	-17%
CC[C@]12c3[nH]c4cc(-c5ccco5)ccc4c3CCN1C(=O)[C@@H](CC(=O)NCCCN(C)C)C[C@@H]2C(=O)N1CCN(C(=O)C2CC2)CC1	i	1%	1%	-0.5	13%	4%	2%	-0.3%	8%
O=C(COc1ccc(S(=O)(=O)N2CCOCC2)cc1Cl)NCc1ccco1	i	3%	-2%	-0.8	-15%	8%	-2%	-0.6%	-9%

Copied from the list.
For HepG2 viability, CC(OC(=O)Cn1cnc2c1c(=O)n(C)c(=O)n2C)C(=O)N(C)c1ccccc1 (configuration not stated) is listed with -39%
For Nrf2 activator, Cc1cccc(N2CCN(Cc3oc(CO)cc(=O)c3O)CC2)c1C is listed with -0.3%

More entries.
SMILES	S2 tox	ATXN2 expr inh	A549 viability	IL2 activator	Nrf2 inh	EPAC2 agonist	TGFb SMAD3 inh	Nrf2 activator	HepG2 viability
Cc1cc(/C=N/NC(=O)c2cccc([N+](=O)[O-])c2)c(C)n1-c1ccccc1	i	.	19%	1.9	?	-3%	-13%	5.8%	-10%
CSc1ccccc1NC(=O)CN(C)CC(=O)NCC(=O)Nc1ccc(F)cc1	i	4%	0%	1.0	-20%	8%	10%	0.0%	16%
COc1ccc(CN2CCCCCC2)c(C)c1C	i	-26%	6%	-2.0	.	0%	1%	-0.2%	7%
CCCCOc1ccc(S(=O)(=O)N2CCCCC2)cc1	i	-35%	16%	0.0	-28%	1%	-8%	1.9%	-24%
O=C(Cc1ccc(F)cc1)Nc1ccccc1N1CCCC1	i	4%	-1%	-2.1	13%	-3%	6%	-0.1%	3%
c1ccc(CSc2nnc(-c3ccco3)c(-c3ccco3)n2)cc1	i	2%	4%	-3.2	.	7%	1%	13µM*	-2%
COc1cc(/C=N/NC(=O)c2ccncc2)ccc1OC(=O)c1ccc([N+](=O)[O-])cc1	i	-29%	2%	-0.1	-10%	2%	0%	2.4%	-10%
COc1cccc(CNC(=O)C(=O)NCC(c2cccs2)S(=O)(=O)c2ccccc2)c1 (configuration not stated)	i	-24%	9%	.	.	.	-24%	6.8%	-3%
COc1ccc(NS(=O)(=O)c2ccc(-c3ccccn3)s2)cc1	i	.	16%	0.9	-30%	13%	-26%	-0.4%	-25%
CCCN1CCC(=O)N(CCSc2ccc(OC)cc2)CC1	i	11%	1%&0%	-0.5	4%&23%	4%	-14%&-7%	3.1%	-25%&2%
Cc1ccc(S(=O)(=O)NC(=O)C2(C)CCN2C(=O)c2c(C)noc2C)cc1 (configuration not stated)	i	4%	.	-0.2	.	11%	13%	0.2%	-1%
COc1cccc(CC(NC(C)=O)C(=O)NC2CCN(c3c(Cc4ccccc4)c(C)nc4ncnn34)CC2)c1OC (configuration not stated)	i	-13%	-4%	-2.6	-11%	14%	-2%	0.3%	-10%
O=C(CCN1C(=O)/C(=C/c2cccc(Br)c2)SC1=S)Nc1cccnc1	i	.	1%	-2.0	-2%	6%	-9%	-0.2%	-11%
O=C(Nc1ccc(Oc2ccccc2)cc1)C1CCN(S(=O)(=O)c2ccccc2)CC1	?	-34%	-14%	.	21µM*	.	-14%	-0.9%	-36%
Cc1cc(C)cc(NC(=O)Cn2c(=O)oc3cc(S(=O)(=O)N4CCC(C)CC4)ccc32)c1	i	?	-3%	-4.2	?	-11%	7.9µM*	-3.3%	7.9µM*
CCOC(=O)C1(CC2CCCCO2)CCN(Cc2nc3ccccc3[nH]2)CC1 (configuration not stated)	i	-5%	1%	1.1	-8%	-2%	0%	0.1%	-6%
COc1ccc(-c2noc(CNS(=O)(=O)c3ccc(Br)cc3)n2)cc1OC	?	-22%	-1%	.	-6%	.	?	3.8%	-18%
COc1cc(CNc2ccc(C(=O)O)cc2)cc(Br)c1OCC(=O)NC(C)(C)C	i	0%	-2%	-0.2	?	-4%	-30%	-0.3%	-4%
COc1ccc(C2=NOC(C(=O)NCCCn3ccnc3)C2)cc1 (configuration not stated)	i	-6%	8%	0.5	?	7%	2%	0.3%	-2%
COc1ccc(C(=O)NCc2ccc(N3CCN(C)CC3)cc2)cc1	i	-12%	2%	-2.1	25%	20%	7%	0.2%	17%
CCC(=O)N1CCN(c2c(Cl)cccc2[N+](=O)[O-])CC1	i	3%	-3%	-0.3	-3%	5%	0%	1.9%	14%
COCC(=O)N(C)C[C@H]1Oc2ncc(C#C[C@H](C)O)cc2C(=O)N([C@@H](C)CO)C[C@H]1C	i	4%	.	1.3	.	9%	-4%	0.0%	-22%
Cc1cc(N2CCN(C(=O)Oc3ccc([N+](=O)[O-])cc3)CC2)c2ccccc2n1	.	0%	.	-0.9	.	11%	.	-0.2%	.
O=C(O)CCN1c2cccc3cccc(c23)S1(=O)=O	i	-3%	3%	-0.4	?	12%	-22%	0.2%	3%
CCS(=O)(=O)NCC(c1cccnc1)N1CCN(c2ccccc2OC)CC1 (configuration not stated)	?	-19%	-3%	-0.5	0%	5%	2%	-0.5%	5%
CCC1(c2ccccc2)ON(c2c(Br)cccc2Br)C1=O (configuration not stated)	?	22µM*	0%	-0.1	-13%	8%	?	-1.0%	-102%
CCn1c(C(=O)N2CCC(C(=O)NCCc3ccccc3)CC2)cc2sccc21	.	.	2%	.	7%	.	?	0.3%	-20%
CN1CCN(c2nc(-c3ccccc3)nc(-c3ccccc3)c2C#N)CC1	?	-29%[11.3 µM]	-9%	1.9	-10%	?	10%	0.0%	-4%
COC(=O)c1c(C)sc(-c2c(-c3ccc(OC)c(F)c3)[nH]c3c2c(=O)n(C)c(=O)n3C)c1O	?	5%	0%	.	7%	.	14%	-0.9%	6%
COC(=O)CSc1nnc(-c2cccnc2)o1	i	36%	2%	1.5	9%	2%	-1%	-0.1%	-22%
Cc1ccc(NC(=O)c2ccccc2OCC(=O)c2ccccc2)cc1	i	-1%	-6%	-0.9	12%	5%	1%	-0.7%	-33%
O=C(CSc1nnc(-c2cc3ccccc3cc2O)n1Cc1ccco1)N1CCc2ccccc2C1	?	0%	-18%	-2.4	?	11%	?	7.3%	-35%
FC(F)(F)c1nc(-c2ccncc2)ncc1-c1nnnn1-c1ccccc1	i	-5%	-2%	-3.4	-5%	0%	-2%	-0.4%	-37%
CCc1cc(=O)oc2cc(C)cc(OC(C)C(=O)NC3CC(C)(C)NC(C)(C)C3)c12 (configuration not stated)	i	.	1%	2.3	10%	11%	0%	?	0%
Cn1c(-c2ccccc2)c(C(=O)CCl)c2ccccc21	7.5µM*	?	4%	-1.0	-2%	12%	?	11%	-55%
O=C(CCCn1c(=O)[nH]c2ccc(Br)cc2c1=O)NCc1ccc(Cl)cc1	i	3%	-17%	0.2	-2%	5%	-11%	0.5%	22%
O=c1cc(C(F)(F)F)oc2c1ccc1ccccc12	i	0%	0%	-0.4	-5%	-8%	-8%	0.4%	-3%
COc1ccc(CCC(=O)Nc2cccc(S(=O)(=O)N3CCOCC3)c2)cc1OC	i	1%	-7%	-3.0	?	7%	5%	-0.1%	-5%

Entries above containing a tert-butyl group:
SMILES	S2 tox	ATXN2 expr inh	A549 viability	IL2 activator	Nrf2 inh	EPAC2 agonist	TGFb SMAD3 inh	Nrf2 activator	HepG2 viability
COC(=O)c1sc(C(F)(F)F)c(-c2ccccc2)c1S(=O)(=O)NC(C)(C)C	i	?	10%	-0.1	-30%	2%	-7%	0.0%	-3%
COc1cc(CNc2ccc(C(=O)O)cc2)cc(Br)c1OCC(=O)NC(C)(C)C	i	0%	-2%	-0.2	?	-4%	-30%	-0.3%	-4%
